CHO-K1 Ca antag: nonselective inhibitor or artifact in parental CHO-K1 cells; AID 602250; inhibition, % at 3 µM; 0.6% of 360,000 active; ATP-induced calcium, Fluo-8 fluorescence;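 active means inhibition above a per-plate cutoff, the plate's mean sample inhibition plus 3 SD, cut at about 24% in these data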;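 further: 0% = DMSO plus EC80 ATP and 100% = DMSO alone without ATP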
M5 PAM: human M5 muscarinic receptor positive allosteric modulators, primary screen, CHO-K1 cells, Fluo-8 calcium fluorescence. Muscarinic acetylcholine receptor M5 (Homo sapiens), P08912. activation, % at 3 µM. 0.3% of 360,000 active. CHO-K1 hM5, ACh EC20 PAM; 0% = ACh EC20, 100% = ACh EC100;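 active means activation above the run cutoff, the mean activation of all test compounds plus 3 SD, cut at about 18% in these data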
Target sequence (P08912 whole entry, looked up): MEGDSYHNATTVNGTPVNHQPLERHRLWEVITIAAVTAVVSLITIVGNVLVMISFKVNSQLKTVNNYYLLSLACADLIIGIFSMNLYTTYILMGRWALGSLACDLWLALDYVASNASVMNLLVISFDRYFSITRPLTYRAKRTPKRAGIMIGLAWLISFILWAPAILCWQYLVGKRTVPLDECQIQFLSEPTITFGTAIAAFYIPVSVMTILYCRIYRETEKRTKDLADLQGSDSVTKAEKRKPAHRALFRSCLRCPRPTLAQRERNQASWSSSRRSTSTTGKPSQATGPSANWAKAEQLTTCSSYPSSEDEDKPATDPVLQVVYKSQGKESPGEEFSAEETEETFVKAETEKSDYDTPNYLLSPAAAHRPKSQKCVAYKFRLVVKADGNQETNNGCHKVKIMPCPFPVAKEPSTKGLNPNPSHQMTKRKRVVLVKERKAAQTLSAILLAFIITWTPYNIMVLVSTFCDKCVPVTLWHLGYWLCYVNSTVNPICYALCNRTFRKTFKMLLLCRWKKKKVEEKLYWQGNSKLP
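Test system: CHO-K1 hM5 cells / Doses: single-point, 3 µM nominal / Times: Post-acetylcholine fluorescence recording 140 s / Technique: Fluo-8 calcium fluorescence / Measure: Max/basal fluorescence ratio as % of EC20–EC100 ACh window / Benchmarks: low control EC20 acetylcholine (0%), high control EC100 acetylcholine (100%) / Replicates: one well per compound, no replicates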
CHRM4 antagonist: human M4 muscarinic receptor antagonists, primary screen, CHO cells, Fluo-8 calcium fluorescence | CHO-hM4 cells, ACh EC80 | inhibition, % at 3 µM | 0.73% of 360,000 active | AID 624125, 2012;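 active means inhibition above its plate's cutoff, the mean inhibition of sample wells plus 3 SD, cut at about 27% in these data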;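 further: 0% = acetylcholine EC80 with DMSO and 100% = DMSO without agonist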
Target sequence (P08173 whole entry, looked up): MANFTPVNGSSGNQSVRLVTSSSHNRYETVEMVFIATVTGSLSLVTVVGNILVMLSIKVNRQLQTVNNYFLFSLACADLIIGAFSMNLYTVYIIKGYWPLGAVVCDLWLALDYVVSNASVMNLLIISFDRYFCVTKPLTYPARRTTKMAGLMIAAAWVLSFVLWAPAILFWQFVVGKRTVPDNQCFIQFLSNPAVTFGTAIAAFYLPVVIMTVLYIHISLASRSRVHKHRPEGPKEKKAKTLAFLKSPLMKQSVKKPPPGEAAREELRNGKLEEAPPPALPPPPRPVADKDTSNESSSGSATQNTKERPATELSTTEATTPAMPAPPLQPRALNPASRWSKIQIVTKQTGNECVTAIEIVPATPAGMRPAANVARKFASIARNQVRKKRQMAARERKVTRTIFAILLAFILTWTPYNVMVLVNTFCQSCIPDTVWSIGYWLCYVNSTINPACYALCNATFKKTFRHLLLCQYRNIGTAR
M1 ag parental: counter-screen for M1 agonists: effect in parental CHO-K1 cells. Fluo-8 calcium fluorescence; scaled to maximal ATP response, vehicle zero. 0.48% of 360,000 active. activation, % at 3 µM; in the data active means activation above about 15%;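 further: untransfected CHO-K1 host cells lacking M1 receptor as counterscreen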
CHRM5 antagonist: human M5 muscarinic receptor antagonists, primary screen, CHO cells, Fluo-8 calcium fluorescence; 0.59% of 360,000 active; Muscarinic acetylcholine receptor M5 (Homo sapiens), P08912; inhibition, % at 3 µM; CHO-hM5 cells, ACh EC80;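 active means inhibition above a per-plate cutoff, the mean of that plate's test compounds plus 3 SD, cut at about 27% in these data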;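 further: 0% = acetylcholine EC80 with DMSO and 100% = DMSO without agonist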
CHRM4 agonist: human M4 muscarinic receptor agonists, primary screen, CHO-K1 cells, Fluo-8 calcium fluorescence | Muscarinic acetylcholine receptor M4 (Homo sapiens), P08173 | CHO-K1 hM4/Gqi5; vehicle 0%, full acetylcholine response 100% | activation, % at 3 µM | 0.14% of 360,000 active | AID 624127, 2012;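 active means activation above the run mean over all test wells plus 3 SD, cut at about 32% in these data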;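 further: peak over basal fluorescence ratio per well then scaled between controls; 0% = DMSO wells and 100% = acetylcholine at EC100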
CHO-K1 Ca PAM: nonselective calcium activators in parental CHO-K1 cells, primary screen, counter-screen for M1 PAM project, cell-based, Fluo-8 calcium fluorescence, full deck, 1536-well. activation, % at 3 µM. 0.02% of 360,000 active. ATP EC20; 0% at ATP EC20, 100% at ATP max;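 active means activation above the run cutoff, the mean activation of all test compounds plus 3 SD, cut at about 40% in these data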;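 further: peak over basal fluorescence ratio in a 140 s read after ATP addition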
M5 ag: human M5 muscarinic receptor agonists, primary screen, CHO-K1 cells, Fluo-8 calcium fluorescence; Muscarinic acetylcholine receptor M5 (Homo sapiens), P08912; activation, % at 3 µM; 0.19% of 360,000 active; CHO-K1 hM5 cells; 0% DMSO wells, 100% maximal acetylcholine response;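 active means activation above the run's mean over test compounds plus 3 SD, cut at about 23% in these data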;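 further: signal is peak over basal fluorescence ratio across the kinetic read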
CHRM4 PAM: human M4 muscarinic receptor positive allosteric modulators, primary screen, CHO-K1 cells, Fluo-8 calcium fluorescence; CHO-K1 hM4/Gqi5, ACh EC20; 0% = ACh EC20, 100% = maximal ACh; Muscarinic acetylcholine receptor M4 (Homo sapiens), P08173; AID 624126, 2012; activation, % at 3 µM; 0.4% of 360,000 active;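 active means activation above its plate's cutoff, the mean activation of sample wells plus 3 SD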; further: some results filed as inactive read as strong as hits
Starred values were filed as active, the others as inactive.

SMILES	CHO-K1 Ca antag	M5 PAM	CHRM4 antagonist	M1 ag parental	CHRM5 antagonist	CHRM4 agonist	CHO-K1 Ca PAM	M5 ag	CHRM4 PAM
Cn1c(NC(=O)c2ccc(Cl)cc2)c(-c2ccccn2)c(=O)c2ccccc21	-11	2	-20	0.5	-2	1	14	-1	0
O=C(Nc1nnc(SCc2ccc(F)cc2)s1)c1ccco1	-8	-5	-3	0.4	3	1	12	1	-2
Cc1ccc(CSCC(=O)Nc2ccccc2C(=O)O)cc1	-4	7	-4	-0.1	-6	-1	18	4	15*
CCOC(=O)C1CCN(C(=O)CN(c2ccc(OC)c(OC)c2)S(=O)(=O)c2ccccc2)CC1	-3	3	4	1.0	0	1	22	0	0
COc1cccc(C2C3=C(N=c4s/c(=C\c5cccc(O)c5)c(=O)n42)c2ccccc2CC3)c1OC (centres undefined)	-7	-3	-5	1.1	2	6	14	2	11
Cc1ncc(CO)c(CNc2ccc(Oc3ccccc3)cc2)c1O	7	-13	6	4.5	9	8	12	1	1
COc1ccc(C(=O)N2CCc3c([nH]c4ccccc34)C2C(F)(F)F)cc1 (centres undefined)	-7	-14	-25	-0.4	10	-2	-1	-4	-20
CC1CCCC(NC(=O)COC(=O)[C@@H](NC(=O)c2ccc(F)cc2)C(C)C)C1C (some centres undefined)	-11	-9	0	0.8	8	6	5	4	4
CCC(=O)NC(NC(=S)Nc1cccc2cccnc12)C(Cl)(Cl)Cl (centres undefined)	4	1	0	0.2	-3	4	-6	2	8
O=C(COC(=O)Cc1ccccc1[N+](=O)[O-])Nc1nnc(-c2ccccc2)o1	14	1	-15	-0.2	8	2	12	1	17
CCOC(=O)N1CCN(C(=O)Cc2c(C(=O)O)n(C)c3ccccc23)CC1	-13	4	-12	-0.1	-15	1	18	7	6
O=C(NCc1n[nH]c(=S)n1-c1ccccc1)c1ccc(S(=O)(=O)N2CCCCC2)cc1	-10	-8	-3	0.1	3	2	3	1	-1
O=[N+]([O-])c1cnn(-c2nc(-c3ccccc3)cc(C(F)(F)F)n2)c1	10	1	0	0.2	1	1	2	2	0
Cc1cc(C)n(-c2ccc(NC(=O)C3CCN(Cc4ccccn4)CC3)cc2)n1	-10	12	0	-0.2	3	2	20	-2	22*
COc1cc(OC)c(C2N(c3cc(C)on3)C(=O)C3CCCN32)cc1OC (centres undefined)	-14	3	4	0.1	1	0	8	-6	0
CN1C(=O)CSc2ccc(NC(=O)NCc3cccnc3)cc21	-21	3	8	0.4	-1	2	13	1	6
C[C@H](CO)N1C[C@H](C)[C@@H](CN(C)C(=O)Nc2ccc(F)cc2)Oc2ncc(-c3ccc(F)cc3)cc2C1=O	-1	3	-12	0.2	-6	2	11	1	1
Oc1ccc(/C=N/Nc2ccccc2)cc1	-3	-2	-3	1.0	12	0	2	1	3
O=C(O)c1ccc(N/N=C/c2cc3cc4c(cc3nc2Cl)OCCO4)cc1	7	-5	6	-0.3	16	0	-23	-2	20
O=C(Cn1nc(-c2cccc(Cl)c2)ccc1=O)NCC1COCCO1 (centres undefined)	0	6	-5	0.8	4	0	0	1	1

Two records picked at random from the list so far:
SMILES	CHO-K1 Ca antag	M5 PAM	CHRM4 antagonist	M1 ag parental	CHRM5 antagonist	CHRM4 agonist	CHO-K1 Ca PAM	M5 ag	CHRM4 PAM
CN1C(=O)CSc2ccc(NC(=O)NCc3cccnc3)cc21	-21	3	8	0.4	-1	2	13	1	6
Cc1ccc(CSCC(=O)Nc2ccccc2C(=O)O)cc1	-4	7	-4	-0.1	-6	-1	18	4	15*

The list goes on.
SMILES	CHO-K1 Ca antag	M5 PAM	CHRM4 antagonist	M1 ag parental	CHRM5 antagonist	CHRM4 agonist	CHO-K1 Ca PAM	M5 ag	CHRM4 PAM
O=C(NCC1CCCN1S(=O)(=O)c1ccccc1)C(=O)NC1CC1 (centres undefined)	0	-3	-3	0.1	11	1	11	0	5
Cc1[nH]nc2c1C(CC(C)C)C(C#N)=C(N)O2 (centres undefined)	-7	-4	-4	0.2	7	0	12	-4	2
CC1CCN(CCOCCSc2ccc(Cl)cc2)CC1	27*	-3	16	-0.3	2	3	-8	-11	-17
CC1c2ccsc2CCN1C(=O)NC(=O)c1ccc(Cl)cc1 (centres undefined)	3	-7	-5	-0.1	8	0	4	-5	0
CCNC(=O)c1ccccc1NC(=O)c1cccc(S(=O)(=O)N2CCC(C)CC2)c1	-3	-20	0	3.1	12	11	3	-1	-4
CCOC(=O)c1cnc(-n2nc(C)cc2C)nc1NNc1nc(-c2ccccc2)cc(-c2ccccc2)n1	3	-3	0	0.1	-2	-1	-8	-2	7
COc1ccc(C(C(=O)NC(C)(C)C)N(C[C@H]2CC[C@@H]([C@@H]3CC[C@H](CO)O3)O2)C(=O)c2ccccc2)cc1 (some centres undefined)	-18	1	-9	0.2	-4	1	7	0	4
COC(=O)CN(c1ccccc1F)S(=O)(=O)c1ccc(C)cc1	-7	-1	5	-0.1	-4	0	10	-3	0
COc1cc(C2=NOC(C(=O)NCc3ccc(F)cc3)C2)cc(OC)c1OC (centres undefined)	-5	-11	-11	5.5	13	19	-1	8	6
Cc1cc(C)cc(C(=O)Nc2cccnc2Cl)c1	-8	4	-2	0.5	0	0	13	0	9
Cc1cccc(Sc2c([N+](=O)[O-])ncn2C)n1	-5	-2	-6	0.3	4	0	7	-1	19
CCCn1c(SCC(=O)N2CCN(CC)CC2)nc2c1c(=O)n(C)c(=O)n2C	-9	4	-1	0.3	10	-1	-4	-2	-7
Cc1nnc(SCc2cc(=O)[nH]c(/N=C(\N)Nc3ccccc3)n2)s1	-10	5	0	0.5	10	0	14	-1	1
CCOC(=O)C1=C(C)N(C)C(=O)NC1c1c(C)nn(-c2ccccc2)c1C (centres undefined)	-8	3	1	0.6	1	0	18	-4	-4
NC(=O)C1CCN(CC(=O)Nc2ccccc2Sc2ccccc2)CC1	-7	-3	-9	2.5	6	2	16	-1	8
Cc1ccc(SCC(=O)N(Cc2nc(-c3ccccc3)no2)C(C)C)cc1	-16	0	2	0.8	1	3	15	-4	12
Cc1ccc([N+](=O)[O-])cc1NC(=O)c1ccccc1	-4	2	-19	0.0	-13	0	16	-1	-1
CCOC(=O)CNC(=O)c1ccc(SCC)cc1	-8	-10	4	-0.1	22	0	7	-2	-12
Cc1cccc(N/C(N)=N/c2nc(C(F)(F)F)cc(=O)[nH]2)c1C	-8	-5	7	0.3	4	1	1	-2	12
O=c1oc(-c2ccccc2)nc2sc3c(c12)CCCC3	-22	-3	0	0.0	6	-2	20	1	-2
COc1ccc(CC(=O)Nc2ccc(S(=O)(=O)Nc3cc(C)on3)cc2)cc1OC	-1	7	3	0.4	6	1	6	0	17
CCOc1cc(NC(=S)NCC(C)C)c(OCC)cc1NC(=O)c1ccco1	-11	3	-3	-0.3	2	0	26	-1	12
CCOc1ccc(C(=O)N[C@H](C(=O)Nc2cccc(S(=O)(=O)N3CCCCC3)c2)C(C)C)cc1	16	-6	1	0.4	5	0	-11	0	-3
COc1cc(-c2nn3c(COc4ccccc4)nnc3s2)cc(OC)c1OC	4	-5	4	0.4	9	1	-3	0	-4
COc1ccc(COCC(CC(C)C)N2CCN(C(=O)c3cccc(C(F)(F)F)c3)CCC2=O)cc1 (centres undefined)	-19	-7	-9	1.4	6	4	5	0	8
CC(=O)Nc1ccc(NC(=O)CCn2cnnn2)cc1	-21	1	-4	0.6	8	2	9	-1	1
COc1ccccc1CNC(=O)c1cc(-c2ccncc2)nc2c(Cl)cccc12	2	-9	-6	1.8	20	7	7	-3	-4
COc1ccc(-c2nnc(Sc3nc4ccccc4o3)c3ccccc23)cc1	-15	1	-5	1.9	-1	5	19	1	11
Cc1ccc(N(CC(=O)N2CCOCC2)S(C)(=O)=O)cc1	-9	3	-1	0.9	-13	1	18	1	-2
CCC(C)NC(=O)c1ccccc1C(=O)NC(C)CC (centres undefined)	-9	3	-4	0.2	-6	1	19	3	6
O=C(CCSc1nc(-c2ccccc2)c(-c2ccccc2)o1)N1CCCCC1	-6	-16	3	-0.5	13	-1	-4	-2	-12
Cc1nc2cc(N3CCCCC3)c(NC(=O)c3cccnc3)cc2c(=O)n1Cc1ccccc1	7	6	5	-0.2	-7	5	5	-3	6
Cc1ccc(/C=N/NC(=O)CNC(=O)COc2ccccc2)o1	-8	2	5	-0.2	-2	0	6	-3	1
Cc1nn(C)cc1C(C)NC(=O)c1cc(COc2c(F)cccc2F)on1 (centres undefined)	-8	-1	-12	0.7	-8	2	18	1	15
COc1cccc(C(=O)CN2C(=O)C(C)(C)Oc3ccc(C(=O)N4CCCCCC4)cc32)c1	19	-11	-1	1.5	3	5	-7	-7	-5
Cc1ccc(C(=O)NCCc2ccccc2)cc1S(=O)(=O)N1CCOCC1	-21	0	-6	4.3	-1	9	21	4	4
CC(C)(C)NC(=O)CN1CCC(O)(c2ccccc2)CC1	-2	-3	3	0.3	3	0	9	0	0
Cc1cccc(OC(=O)c2cccnc2)c1	-9	6	-2	0.2	-3	0	18	2	-2
COc1ccccc1/C=C1\SC(=O)N(CCC(=O)N(C)C2CCS(=O)(=O)C2)C1=O (centres undefined)	-11	-2	1	4.5	3	11	-2	0	-6
Cc1ccc(S(=O)(=O)Nc2ccccc2C(=O)N2CCN(C)CC2)cc1	-3	2	5	0.2	6	0	8	-3	2
C=CCc1ccccc1OCC(O)CNC (centres undefined)	-4	-13	2	0.3	13	1	4	-7	-4
Cc1ccc(NC(=O)CS(=O)CC(=O)NCC2CCCO2)cc1 (centres undefined)	-12	6	0	0.3	-3	0	22	-3	6
O=c1[nH]cccc1-c1nc2ccccc2[nH]1	-11	1	-18	-0.6	2	2	-6	-5	3
COc1ccc(NS(=O)(=O)c2cccc(C(=O)NCCCN3CCCC3=O)c2)cc1	-3	-1	2	0.1	0	0	-7	2	-1
COc1ccc(CN(C(=O)CN2C(=O)c3ccccc3S2(=O)=O)C(C(=O)NCC2CCCO2)c2ccco2)cc1 (centres undefined)	-23	-2	-23	1.9	4	5	-8	-1	10
COc1cc(C(C)=O)ccc1OCC(=O)Nc1ccccc1N1CCCCC1	-9	-1	-1	0.8	0	1	9	-3	-2
O=C(Cn1nc(Cc2ccncc2)c2ccccc2c1=O)N1CCc2ccccc2C1	-5	-8	-18	0.0	1	0	-6	-2	3
CCOc1cc(/C=N/NC(=O)C2CCCC2)ccc1OC(C)C	-6	2	-4	1.0	-5	2	4	-2	-3
CC(C)c1ccc(O)c(NC(=O)c2ncn[nH]2)c1	-14	-6	7	0.8	5	2	19	-1	14
O=C(Oc1ccc(C(=S)N2CCOCC2)cc1Br)c1cc(Cl)ccc1Cl	-5	0	2	0.2	-5	0	7	-3	14
Cc1cccc(CS(=O)(=O)Cc2ccc(C(=O)NC3CCCC3)o2)c1	16	-6	4	1.0	9	3	-7	-1	-1
COc1ccc(N2CCN(c3cc(C(=O)NC4CCCCC4)ncn3)CC2)cc1OC	-3	0	-13	-0.4	1	4	-4	-2	6

Screening data deposited in PubChem BioAssay by The Scripps Research Institute Molecular Screening Center.
